# Screens as filed in PubChem BioAssay.
# Ba/F3 V617F tox = loss of viability in JAK2V617F-driven Ba/F3 cells; Ba/F3 EpoR-JAK2V617F viability, ATP luminescence; inhibition, % at 5.6 µM; hit rate 1.1% among 220,000;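 active means inhibition above the campaign mean plus 3 SD over all tested compounds, cut at about 24% in these data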;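 further: cytokine-independent growth of Ba/F3 cells driven by EpoR plus mutant JAK2; 0% = DMSO-treated cells and 100% = JAK inhibitor I control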
# BaF3 tox = parental Ba/F3 viability inhibition as JAK2V617F counter-screen; hit rate 1.1% among 220,000; CellTiter-Glo ATP luminescence; inhibition, % at 5.6 µM; AID 1486;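 active means inhibition above a per-campaign cutoff, the mean inhibition of all tested compounds plus 3 SD, cut at about 27% in these data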;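 further: 0% = DMSO wells and 100% = JAK Inhibitor I control wells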
# CHOP inh = inhibitors of CHOP induction in ER stress response. CHO-K1 CHOP-promoter luciferase, tunicamycin-induced, 15-18 h. inhibition, % at 10 µM. hit rate 3.8% among 220,000;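 active means compounds that reduced the stress-induced luciferase reporter signal by more than about 70% of percent inhibition, limit read from the data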;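 further: 0% = tunicamycin plus vehicle and 100% = wells without tunicamycin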
# S1P4 ag = human S1P4 receptor agonism | O95977 | S1P4-expressing cell line, agonist reporter assay | activation, % at 4.98 µM | hit rate 0.35% among 220,000 | AID 1509; in the data active means activation above about 11%;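 further: 0% = DMSO vehicle and 100% = reference agonist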
# Target sequence (O95977 whole entry, looked up): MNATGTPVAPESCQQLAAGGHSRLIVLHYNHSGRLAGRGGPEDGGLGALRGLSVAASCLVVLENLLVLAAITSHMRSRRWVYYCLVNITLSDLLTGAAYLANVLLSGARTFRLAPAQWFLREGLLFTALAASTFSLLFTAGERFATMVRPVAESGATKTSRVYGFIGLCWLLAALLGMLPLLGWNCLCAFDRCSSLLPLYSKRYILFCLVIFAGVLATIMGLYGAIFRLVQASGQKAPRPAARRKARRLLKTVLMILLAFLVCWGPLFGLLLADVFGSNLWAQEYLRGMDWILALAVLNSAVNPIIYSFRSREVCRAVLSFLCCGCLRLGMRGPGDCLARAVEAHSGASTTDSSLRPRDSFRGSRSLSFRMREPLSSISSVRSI
# NPY2 pot ag = human NPY-Y2 potentiation or agonism, primary screen; AID 1359; activation, % at 3.6 µM; cells expressing NPY-Y2, potentiator/agonist read-out; P49146; hit rate 0.45% among 220,000; in the data active means activation above about 27%;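 further: cells stimulated with NPY near EC25 plus isoproterenol at EC100; 0% = vehicle plus submaximal agonist and 100% = vehicle plus saturating agonist; some results beyond the cut were filed as inactive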
# S1P4 antagonist = blocks the human S1P4 receptor | O95977 | S1P4-expressing cells, antagonist mode, reporter read-out | inhibition, % at 4.98 µM | hit rate 0.26% among 220,000 | AID 1510; in the data active means inhibition above about 29%;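 further: 0% = wells stimulated with agonist and 100% = vehicle wells without agonist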
# p47phox inh = p47phox (human) inhibition | AID 1274 | inhibition, % at 24.7 µM | P14598 | hit rate 0.53% among 220,000 | p47phox/p22phox peptide binding, fluorescence polarization, 2 h;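 active means inhibition above about 30%, limit read from the data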;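 further: 0% = p47phox with labelled peptide and 100% = labelled peptide alone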
# NPY-Y1 antag = NPY-Y1 (human) receptor antagonism; P25929; HEK293-CNG Y1 cells, membrane potential fluorescence; NPY at EC95, then isoproterenol; inhibition, % at 3.6 µM; hit rate 1% among 200,000; AID 1040;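 active means inhibition above the campaign mean inhibition of all tested compounds plus 3 SD, cut at about 20% in these data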;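 further: 0% = DMSO wells given NPY plus isoproterenol and 100% = isoproterenol alone without NPY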
# Target sequence (P25929 whole entry, looked up): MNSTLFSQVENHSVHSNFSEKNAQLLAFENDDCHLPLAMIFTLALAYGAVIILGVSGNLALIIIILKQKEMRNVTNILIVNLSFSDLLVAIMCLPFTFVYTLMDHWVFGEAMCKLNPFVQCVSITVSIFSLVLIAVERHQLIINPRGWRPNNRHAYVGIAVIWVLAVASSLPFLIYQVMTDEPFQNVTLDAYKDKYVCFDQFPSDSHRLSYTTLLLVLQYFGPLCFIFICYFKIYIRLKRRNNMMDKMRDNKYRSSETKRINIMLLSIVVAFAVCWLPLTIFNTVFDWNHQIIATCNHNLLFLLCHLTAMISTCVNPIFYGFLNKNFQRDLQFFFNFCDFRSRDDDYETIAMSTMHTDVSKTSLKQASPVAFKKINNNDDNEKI
#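 Benchmarks – high control isoproterenol alone, low control NPY with isoproterenol · Material – HEK293 Y1/CNG channel cell line · Times – dye 3 h, compound 60 min room temperature, stimulation 45 min · Probe or stimulus – NPY (25 nM), isoproterenol (1 µM), Ro 20-1724 (25 µM) · Evaluation – % inhibition of NPY effect · Signal – fluorescence, membrane potential probe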
# NPY-Y1 PAM-ag = human NPY-Y1 potentiation or agonism, primary screen. AID 1304. activation, % at 3.6 µM. NPY-Y1 expressing cells, potentiator/agonist activation. hit rate 0.37% among 220,000. P25929; in the data active means activation above about 33%, passing the limit was not always enough;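 further: cells stimulated with NPY at EC10 then isoproterenol at EC100; 0% = low agonist plus stimulus and 100% = saturating agonist plus stimulus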
# * marks the source's active call; other numbers are inactive results; / = not tested or not shown.
no.	Molecule	CHOP inh	NPY-Y1 PAM-ag	S1P4 antagonist	NPY-Y1 antag	NPY2 pot ag
1	COc1ccc(CNC(=O)CCC(=O)Nc2nnc(CC(C)C)s2)cc1	0	-4	-7	/	-13
2	NC(=O)CN1CCN(c2cccc(Cl)c2)CC1	7	-23	-18	10	-3
3	COc1cccc(Cn2c(NCc3ccco3)nc3c2c(=O)n(C)c(=O)n3C)c1	39	-27	-30	6	-6
4	Cn1c(-c2ccccc2)cnc1N	8	-8	-11	-1	-27
5	Cc1ccc(Cl)cc1NC1=NC(=S)N(C(C)C)C12CCCCC2	45	-12	20	1	-1
6	CC(=O)Oc1ccc2nc(CN3C(=O)c4ccc([N+](=O)[O-])cc4C3=O)oc(=O)c2c1	-3	-7	4	3	2
7	Cc1cc(NS(=O)(=O)c2ccc(NC(=O)C(C(C)C)N3C(=O)c4ccccc4C3=O)cc2)nc(C)n1 (stereo not given)	2	7	8	3	-31
8	CCNC(=S)NCCN1CCCCC1	8	8	-7	-2	12
9	Oc1cccc(Nc2nc(O)c(/C=C3\C=Nc4ccccc43)s2)c1	42	12	12	/	3
10	CC(C)OP(=O)(OC(C)C)C(Nc1ccccc1)c1ccccc1C(F)(F)F (stereo not given)	47	3	-11	10	7
11	O=C(OCc1csc(-c2ccccc2)n1)c1ccccc1O	48	-12	5	11	2
12	CCn1c(SCC(=O)Nc2cccc(C)n2)nnc1-c1ccco1	11	4	-10	-1	-1

no.	p47phox inh	BaF3 tox	S1P4 ag	Ba/F3 V617F tox
1	-3	-4	0.7	-4
2	-2	2	2.9	2
3	-6	86*	0.7	59*
4	-15	6	0.4	1
5	-1	6	0.2	-1
6	17	2	-0.7	-3
7	-2	-2	0.1	-4
8	-16	4	1.4	-1
9	-132	-6	1.4	2
10	-9	13	-1.2	3
11	-1	-3	1.4	-3
12	-7	7	1.0	3

# Quoted at random: 3 compounds from above
no.	Molecule	CHOP inh	NPY-Y1 PAM-ag	S1P4 antagonist	NPY-Y1 antag	NPY2 pot ag
10	CC(C)OP(=O)(OC(C)C)C(Nc1ccccc1)c1ccccc1C(F)(F)F (stereo not given)	47	3	-11	10	7
11	O=C(OCc1csc(-c2ccccc2)n1)c1ccccc1O	48	-12	5	11	2
4	Cn1c(-c2ccccc2)cnc1N	8	-8	-11	-1	-27

no.	p47phox inh	BaF3 tox	S1P4 ag	Ba/F3 V617F tox
10	-9	13	-1.2	3
11	-1	-3	1.4	-3
4	-15	6	0.4	1

# Further compounds
no.	Molecule	CHOP inh	NPY-Y1 PAM-ag	S1P4 antagonist	NPY-Y1 antag	NPY2 pot ag
13	COc1ccccc1C/C(N)=N/OC(=O)COc1cc(C)cc(C)c1C	5	-43	12	8	-42
14	COc1ccc(C(=O)O)cc1S(=O)(=O)NCCc1ccccn1	-17	10	-13	/	22
15	COCCCN1C(=O)/C(=C/c2ccc(CNS(=O)(=O)c3ccccc3)o2)C(C(=O)OC)=C1C	14	0	-21	-2	3
16	CN(/C=C1/C(=O)CNC1=O)CCO	15	3	-19	1	-2
17	Cc1ccccc1N1CC(=O)N(c2ccccc2C)CC1=O	4	1	-1	0	4
18	Cc1ccc(NC(=O)NC2CCN(CC(=O)Nc3nccs3)CC2)cc1	15	-15	-45	-1	-25
19	Clc1cccc(Cl)c1Cn1cnc2c(N3CCCCCC3)ncnc21	76*	-11	-30	5	4
20	CCOCCCNC(=O)C(=O)NCCCOCC	1	-30	-12	-3	-11
21	[O-][N+]12CCN(CC1)c1ccccc12	-13	-6	10	-8	4
22	Cc1cc(C)cc(OCC(=O)Nc2ccc(S(=O)(=O)Nc3ccccn3)cc2)c1	53	10	-19	-1	-6
23	CN1CCN(C(=S)NC(=O)c2ccc(C(C)(C)C)cc2)CC1	2	-26	-7	0	-6
24	Cc1cc(NS(=O)(=O)c2ccc(NC(=S)NC(=O)c3ccc(Br)cc3)cc2)no1	-15	-75	-14	5	2

no.	p47phox inh	BaF3 tox	S1P4 ag	Ba/F3 V617F tox
13	-7	-2	-1.6	-3
14	-1	3	0.5	-3
15	-8	8	-2.2	7
16	4	8	1.3	4
17	-7	4	2.6	-1
18	27	4	2.3	1
19	-13	1	-2.4	-4
20	-18	1	0.9	-4
21	-18	5	-2.1	5
22	-4	-2	-0.2	-4
23	-3	3	-1.1	0
24	-15	4	-0.5	2

# Further compounds follow:
no.	Molecule	CHOP inh	NPY-Y1 PAM-ag	S1P4 antagonist	NPY-Y1 antag	NPY2 pot ag
25	COc1ccc(NC2CS(=O)(=O)CC2NCc2ccccc2)cc1 (stereo not given)	18	-6	-26	-1	3
26	CC1=NNC(=O)C1CC(=O)N/N=C(/C)c1cccc([N+](=O)[O-])c1 (stereo not given)	-4	-5	5	0	-10
27	CC(=O)Nc1c(C#N)c(C(C)(C)C)cn1C	11	7	-31	-2	4
28	O=C(O)CCc1ccc(-c2ccccc2)n1CC(=O)O	10	9	-2	-5	3
29	CC1CCCCN1CCNC(=O)C1CCN(S(=O)(=O)c2cccc3cccnc23)CC1 (stereo not given)	11	-2	-8	-3	9
30	COc1cccc(CSc2nc3ccccc3[nH]2)c1	11	-8	-4	-1	-10
31	Cc1ccc2oc(-c3ccc(C)c(NC(=S)NC(=O)c4cccs4)c3)nc2c1	5	14	-6	0	3
32	Cc1nc2c(C)cccn2c1/C(O)=C1\C(=O)C(=O)N(CCN(C)C)C1c1ccccc1 (stereo not given)	13	3	20	/	-2
33	CNS(=O)(=O)c1ccc(NC(=O)C2CC(=O)N(c3ccc(Cl)cc3)C2)cc1 (stereo not given)	-6	23	13	-7	17
34	O=C1CN(C(=O)c2ccc(Br)o2)C(c2ccccc2)c2cc(F)ccc2N1 (stereo not given)	25	8	5	-2	-25
35	CCCCC(=O)Nc1sc2c(c1-c1nc3ccccc3s1)CCN(C(C)=O)C2	48	-15	-39	-2	-18
36	CCOC(=O)c1c(NC(=O)c2ccccc2)sc2c(O)c(CN(CC)CC)ccc12	35	-11	-11	-1	3

no.	p47phox inh	BaF3 tox	S1P4 ag	Ba/F3 V617F tox
25	-13	5	0.9	0
26	5	-2	-3.2	-1
27	0	6	0.8	4
28	-11	6	0.3	2
29	-38	2	2.9	-2
30	-2	4	0.4	4
31	-33	5	-0.1	4
32	-2	-1	-0.8	-4
33	-5	0	-4.6	-3
34	-8	6	-0.5	-2
35	-37	6	1.2	-2
36	6	0	-1.9	-4

# Some of these compounds in order of the NPY-Y1 PAM-ag value, lowest first.
entry | Compound | CHOP inh | NPY-Y1 PAM-ag | S1P4 antagonist | NPY-Y1 antag | NPY2 pot ag | p47phox inh | S1P4 ag
35 | CCCCC(=O)Nc1sc2c(c1-c1nc3ccccc3s1)CCN(C(C)=O)C2 | 48 | -15 | -39 | -2 | -18 | -37 | 1.2
27 | CC(=O)Nc1c(C#N)c(C(C)(C)C)cn1C | 11 | 7 | -31 | -2 | 4 | 0 | 0.8
31 | Cc1ccc2oc(-c3ccc(C)c(NC(=S)NC(=O)c4cccs4)c3)nc2c1 | 5 | 14 | -6 | 0 | 3 | -33 | -0.1

# More compounds follow:
no.	Molecule	CHOP inh	NPY-Y1 PAM-ag	S1P4 antagonist	NPY-Y1 antag	NPY2 pot ag
37	Cc1nn(Cc2ccc(C(=O)NC3CCCCC3)o2)c(C)c1Br	14	-11	-7	-2	1
38	O=S(=O)(NCC(c1cccnc1)N1CCOCC1)c1ccccc1 (stereo not given)	11	13	-16	4	-5
39	CSCCC(NS(=O)(=O)c1ccc2c(c1)oc(=O)n2C)C(=O)NC1CCC(C)CC1 (stereo not given)	3	7	2	-3	18
40	CCOC(=O)C1=NN(c2ccccc2)C2C(=O)N(c3ccccc3OC)C(=O)C12 (stereo not given)	9	-4	2	/	9
41	CCN1CCN(C(c2cccs2)C(C)NC(=O)NC2CCCCC2)CC1 (stereo not given)	4	-7	-15	5	-9
42	NS(=O)(=O)c1cc(C(=O)NCCOc2ccccc2)c(Cl)cc1Cl	15	0	-10	-4	2
43	Cc1ccc(N2CCN(C(=O)CN3C(=O)c4ccccc4C3=O)CC2)cc1	22	13	-2	1	6
44	CCNS(=O)(=O)c1ccc2nc(NC(=O)/C=C/c3cc(OC)c(OC)c(OC)c3)sc2c1	24	-6	-19	0	13
45	CC1(C)OC(=O)C(=NNc2ccc(Cl)cc2)C(=O)O1	46	8	0	0	17
46	Cc1ccc(S(=O)(=O)NC(CC(C)C)C(=O)Oc2ccc3c4c(c(=O)oc3c2)CCC4)cc1 (stereo not given)	9	-6	-12	7	-5
47	COc1ccc(C(c2nnnn2Cc2ccccc2)N2CCN(C(=O)c3ccco3)CC2)cc1OC (stereo not given)	27	-3	-10	-2	-15
48	CCOCCc1nnc(N)s1	2	3	10	4	6

no.	p47phox inh	BaF3 tox	S1P4 ag	Ba/F3 V617F tox
37	-8	3	0.7	-2
38	-2	1	-0.8	5
39	-22	2	0.6	-1
40	8	-1	0.2	-2
41	-11	5	-0.7	0
42	-1	7	0.3	3
43	0	1	-2.8	-4
44	7	-1	0.9	0
45	-6	2	-4.0	-4
46	0	-2	-0.6	-2
47	-12	6	0.1	5
48	-28	4	2.1	3

# The results go on:
no.	Molecule	CHOP inh	NPY-Y1 PAM-ag	S1P4 antagonist	NPY-Y1 antag	NPY2 pot ag
49	Cc1cc(N2CCCCCC2)nc2ccccc12	-8	-9	-1	6	14
50	Cc1ccc(C(=O)NNC(=O)c2ccco2)cc1	-5	-21	-11	1	-19
51	Cc1ccc(N(C(C)C(=O)Nc2cc(Cl)ccc2Oc2ccccc2)S(C)(=O)=O)cc1 (stereo not given)	46	6	10	5	6
52	CCOC(=O)Oc1ccc2c(c1)C(C)=CC(C)(C)N2C(=O)OCC	26	10	-2	1	12
53	Cc1ccc2[nH]c(-c3ccccc3)c(CN3CCCC3)c(=O)c2c1	2	-5	11	1	2
54	Cc1cc(C)c(S(=O)(=O)Nc2ccccc2C(=O)OCC(=O)NCc2ccccc2)c(C)c1	29	10	-4	-3	2
55	Cc1cc(C)c(NC(=O)Cn2nc(-c3ccccc3)nc2-c2ccccc2)c(C)c1	67	7	-18	1	4
56	S=C(NCCc1ccccc1)N1CCN(C2CCCCC2)CC1	18	-14	-21	4	-3
57	COc1ccc(NS(=O)(=O)c2ccc3nc(COc4ccc(Cl)c(C)c4)[nH]c3c2)cc1	62	-20	20	-3	2
58	Cc1cc(C)c2[nH]c(=O)c(C(c3nnnn3C(C)(C)C)N3CCN(C(=O)c4ccco4)CC3)cc2c1 (stereo not given)	-13	12	-19	-5	8
59	O=C(Cn1cnc2cc([N+](=O)[O-])ccc2c1=O)Nc1cccc2ccccc12	-5	-10	0	/	-14
60	O=C(CSc1nnc(C2CC2)n1-c1ccccc1)NCCc1ccccc1	5	22	-12	1	-6

no.	p47phox inh	BaF3 tox	S1P4 ag	Ba/F3 V617F tox
49	5	1	-1.1	-4
50	3	12	1.4	5
51	-11	1	0.1	0
52	-5	1	-3.2	-4
53	-9	2	-0.9	2
54	-27	4	1.9	2
55	4	1	0.7	-1
56	-4	6	0.7	0
57	-8	9	-1.1	7
58	2	8	0.2	2
59	-7	-3	-0.5	-4
60	-5	4	1.9	-4

# Entries of single compounds, quoted from the list. Order of values: CHOP inh | NPY-Y1 PAM-ag | S1P4 antagonist | NPY-Y1 antag | NPY2 pot ag | p47phox inh | BaF3 tox | S1P4 ag | Ba/F3 V617F tox
# Listed for Cc1cc(N2CCCCCC2)nc2ccccc12 = -8 | -9 | -1 | 6 | 14 | 5 | 1 | -1.1 | -4
# Listed for Cc1ccc(N(C(C)C(=O)Nc2cc(Cl)ccc2Oc2ccccc2)S(C)(=O)=O)cc1 (stereo not given) = 46 | 6 | 10 | 5 | 6 | -11 | 1 | 0.1 | 0
